Screens deposited in PubChem BioAssay by Sanford-Burnham Center for Chemical Genomics.
TIM10 inh = TIM10 yeast growth inhibition | S. cerevisiae TIM10 strain growth, BacTiter-Glo luminescence, 24 h | inhibition, % at 10 µM | 330,000 compounds, 1.4% hits | AID 463195;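 active means inhibition of 40% or more at the single tested concentration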;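 further: wild-type TIM10 isogenic control strain grown at permissive 25 °C; 0% = DMSO yeast wells and 100% = minimal medium wells without yeast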
tim10-1 inh = tim10-1 yeast growth inhibition; S. cerevisiae tim10-1 ts strain growth, BacTiter-Glo, 24 h; inhibition, % at 20 µM; 330,000 compounds, 2.2% hits;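 active means inhibition of at least 40%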;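 further: mutant grown at 25 °C; 0% = DMSO wells with yeast and 100% = wells holding no yeast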
A3G deaminase = inhibitors of human APOBEC3G DNA deaminase; Q9HC16; recombinant A3G, ssDNA deamination FAM/TAMRA fluorescence; inhibition, % at 20 µM; 330,000 compounds, 0.28% hits;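 active means inhibition of at least 40% at 20 µM, with no more than 30% in the related APOBEC3A deaminase screen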;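 further: plate controls were DMSO wells with A3G for no effect and wells lacking A3G enzyme for full effect; some compounds called inactive have numbers as strong as hits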
Target sequence (Q9HC16 whole entry, looked up): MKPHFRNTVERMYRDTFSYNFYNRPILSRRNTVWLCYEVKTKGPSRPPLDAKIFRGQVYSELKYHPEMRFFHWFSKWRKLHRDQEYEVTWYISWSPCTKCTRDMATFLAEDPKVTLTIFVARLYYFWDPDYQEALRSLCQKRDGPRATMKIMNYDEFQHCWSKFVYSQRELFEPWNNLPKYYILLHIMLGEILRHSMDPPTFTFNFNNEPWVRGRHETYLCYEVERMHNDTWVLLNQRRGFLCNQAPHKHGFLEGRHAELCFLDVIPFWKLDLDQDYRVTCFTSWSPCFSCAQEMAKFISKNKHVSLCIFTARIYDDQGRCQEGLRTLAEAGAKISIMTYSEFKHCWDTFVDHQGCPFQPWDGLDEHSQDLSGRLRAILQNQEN
NALP3 yeast inh = blocks the NALP3 inflammasome reconstituted in yeast; Yeast reconstituted NLRP3/ASC/caspase-1, beta-gal luminescence, 24 h; inhibition, % at 10 µM; 330,000 compounds, 0.39% hits; AID 2825;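 active means inhibition of 50% or more; inactive means inhibition below 50%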;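 further: plate controls were induced DMSO wells for no effect and uninduced yeast grown without galactose for full effect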
beta cell repl = induces beta-cell replication in MIN6 cells. MIN6 cells proliferation, ATPlite luminescence, 48 h; cells starved in 0.2% serum; 100% = growth in 10% serum. proliferation, % at 10 µM. 330,000 compounds, 0.29% hits. AID 2380;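 active means compounds whose signal lies at least 3.5 SD above the mean of all wells on their plate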;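 further: 0% = DMSO-treated cells in low-serum medium and 100% = 10% serum control; some compounds called inactive have numbers as strong as hits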
APOBEC3A inh = human APOBEC3A DNA deaminase inhibition; AID 493011; inhibition, % at 20 µM; 330,000 compounds, 0.41% hits; recombinant A3A, FAM/TAMRA ssDNA deamination fluorescence; P31941;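 active means at least 40% inhibition at 20 µM here, with at most 30% in a related deaminase screen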;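 further: plate controls were A3A with DMSO for no effect and wells lacking A3A enzyme for full effect; some results filed as inactive read as strong as hits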
mIAP activ = increases mouse intestinal alkaline phosphatase activity; AID 2805; activation factor at 10 µM; muIAP, CDP-Star luminescence, 30 min; active compounds read high; 1 = vehicle-only enzyme signal, 0 = enzyme-free wells; 330,000 compounds, 0.24% hits;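 active means activation factor of at least 2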; further: the source names both 10 and 20 µM as test concentration; values of inactives mirror those of a sister screen read the other way
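Assay system: mouse IAP enzyme; Reagent: CDP-Star chemiluminescent phosphatase substrate; Compound: DMSO-dissolved test compounds; Incubation: 30 min, room temperature; Technique: luminescence from enzymatic CDP-Star hydrolysis; Controls: DMSO-only wells and no-enzyme negative control.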
hIAP inh = blocks human intestinal alkaline phosphatase | P09923 | purified IAP, CDP-Star luminescence, 30 min | inhibition, % at 10 µM | 330,000 compounds, 0.12% hits | AID 2544;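 active means inhibition reaching a set limit with compound at 10 µM in the primary screen, cut at about 35% in these data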;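 further: plate controls were DMSO wells with enzyme for no effect and no-enzyme buffer wells for full effect; values of inactives mirror those of a sister screen read the other way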
Target sequence (P09923 whole entry, looked up): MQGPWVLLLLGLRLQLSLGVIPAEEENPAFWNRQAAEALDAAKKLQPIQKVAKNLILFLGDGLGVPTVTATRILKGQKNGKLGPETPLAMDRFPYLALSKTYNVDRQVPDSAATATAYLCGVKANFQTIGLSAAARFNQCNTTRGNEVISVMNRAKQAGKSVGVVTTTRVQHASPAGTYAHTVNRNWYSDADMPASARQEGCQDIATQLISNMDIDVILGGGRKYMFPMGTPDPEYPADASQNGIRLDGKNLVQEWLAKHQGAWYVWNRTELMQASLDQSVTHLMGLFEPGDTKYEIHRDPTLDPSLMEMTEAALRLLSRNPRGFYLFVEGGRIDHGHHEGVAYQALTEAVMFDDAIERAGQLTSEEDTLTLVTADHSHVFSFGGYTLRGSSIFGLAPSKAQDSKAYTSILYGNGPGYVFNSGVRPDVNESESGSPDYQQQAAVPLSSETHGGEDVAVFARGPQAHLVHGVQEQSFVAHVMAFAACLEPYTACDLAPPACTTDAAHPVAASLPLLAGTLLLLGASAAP
mIAP block = mouse IAP inhibition; purified mouse IAP, CDP-Star luminescence, 30 min; inhibition, % at 10 µM; 330,000 compounds, 0.2% hits;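 active means inhibition of at least 40% at 10 µM in the primary screen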;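 further: plate controls were DMSO with enzyme for no effect and no enzyme wells for full effect; values of inactives mirror those of a sister screen read the other way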
The depositor's hits bear a star.

SMILES | TIM10 inh | tim10-1 inh | A3G deaminase | NALP3 yeast inh | beta cell repl | APOBEC3A inh | mIAP activ | hIAP inh | mIAP block
COCC1CCN(C(=O)CC2C(=O)NCCN2Cc2cccc(Oc3ccccc3)c2)CC1 (stereo not drawn) | 11 | 6 | -10 | -10 | 6 | -4 | 1 | -17 | -4
COc1ccc(C2=NOC(Cn3nc(-c4ccccc4)cc3C(=O)NCc3ccco3)C2)cc1 (stereo not drawn) | -10 | -4 | -4 | 12 | -3 | -4 | 0.96 | 0 | 4
Cc1ccc(C(=O)NCC(=O)OCc2nnc(-c3ccc([N+](=O)[O-])cc3)o2)s1 | -4 | 7 | -4 | 21 | 2 | 2 | 0.81 | 14 | 20
CS(=O)(=O)N1CCN(c2ccccc2NC(=O)c2cc3ccccc3o2)CC1 | 6 | 25 | 0 | 13 | 1 | -4 | 1 | -20 | -2
CC(NC(=O)COC(=O)/C=C/c1cccc(F)c1)c1ccccc1 (stereo not drawn) | 14 | 14 | -10 | 8 | -2 | -6 | 0.96 | 11 | 4
CC(N=C1NS(=O)(=O)c2ccccc21)C(=O)NCc1ccncc1 (stereo not drawn) | -12 | -6 | -7 | 20 | -3 | 0 | 0.99 | 14 | 1
O=C1Nc2ccccc2C(O)(C(=O)NCc2ccco2)N1c1ccccc1 (stereo not drawn) | -7 | 10 | -9 | 25 | 2 | -6 | 1 | -27 | -2
Cc1cccnc1NC(=O)CCc1nnc2ccc(N3CCC4(CC3)OCCO4)nn12 | 1 | 2 | 5 | -1 | -2 | 2 | 1 | 1 | 0
CCCSc1nc(N2CCOCC2)c2c(c1C#N)CCCC2 | -13 | 14 | 4 | 26 | 0 | 3 | 1 | -14 | -1
CCOc1cc(/C=C2\SC(=S)N(NC(=O)c3cccnc3)C2=O)ccc1O | 17 | 26 | -7 | 12 | -3 | -1 | 0.74 | 28 | 26
Cc1ccc(NC(=O)C(C)N2C(=O)C3C4CC(C(Br)C4Br)C3C2=O)cc1 (stereo not drawn) | 24 | 48* | -8 | -5 | -2 | -3 | 1 | 10 | -4
CC(=O)C1C(c2cccc([N+](=O)[O-])c2)C2C(C)=NN=C2CC1(C)O (stereo not drawn) | 12 | 11 | -5 | 14 | 0 | 2 | 1.1 | 8 | -5
CCC(=O)c1ccc(N2CCN(C(=O)COc3ccccc3F)CC2)c(F)c1 | 1 | 39 | 1 | 5 | -4 | 1 | 1 | -3 | 0
Cc1cc(C)n(-c2ccc(F)cc2CN2CCN(Cc3ccccc3)C(CCO)C2)n1 (stereo not drawn) | 16 | 8 | -12 | 15 | 3 | 1 | 1 | -8 | -3
CN(Cc1ccccc1)C(=O)COC(=O)COc1ccc(C#N)cc1 | 10 | 14 | -3 | 5 | -1 | 2 | 1 | -16 | -4
Cc1ccc2c(c1)C1CN(C)CCC1N2C(=O)c1ccc(Cl)c(S(=O)(=O)N2CCOCC2)c1 (stereo not drawn) | 14 | 12 | -8 | -4 | -3 | 14 | 0.91 | 9 | 10
Cc1nn(CCc2n[nH]c(=S)n2-c2cccc(Cl)c2)c(C)c1[N+](=O)[O-] | 7 | 11 | 13 | 8 | -3 | -5 | 1 | 13 | -3
COC(=O)c1cc(S(=O)(=O)NCC2CCN(CCc3cccs3)CC2)cn1C | -41 | -32 | 0 | 12 | -2 | -3 | 1.1 | -9 | -5
Cc1cc2c(c(=O)n1CCCn1ccnc1)C(c1ccco1)C(C#N)=C(N)O2 (stereo not drawn) | 1 | -1 | -6 | 4 | 0 | 0 | 0.92 | 6 | 8
COCCn1c(C)cc(C(=O)COC(=O)CCS(=O)(=O)c2ccc(C)cc2)c1C | 15 | 15 | -6 | 2 | 3 | -3 | 0.99 | -8 | 0
CCCCCN(C(=O)NC(=O)NC(C)CC)S(C)(=O)=O (stereo not drawn) | -7 | -4 | -2 | 10 | -1 | 2 | 1.1 | 12 | -9
CC(=O)c1c(C)[nH]c(C(=O)OCc2ccc(Br)cc2)c1C | 11 | 18 | -6 | 5 | -5 | 7 | 1.1 | -5 | -9
CCCc1cc(=O)oc2cc(OCC(=O)NCCCN3CCOCC3)c(Cl)cc12 | 1 | 15 | -8 | 14 | -3 | -4 | 1.1 | -7 | -5
CC(=O)N1c2ccc(S(=O)(=O)NCC3CCC(C(=O)Nc4ncccc4C)CC3)cc2CC1C (stereo not drawn) | -6 | 15 | -6 | -3 | -1 | -4 | 1 | -9 | 0
CCC(=O)Nc1ccc2c(c1)nc(CCNC(=O)c1ccco1)n2C | 3 | -8 | -12 | 18 | 2 | -3 | 1 | 4 | -4
Cc1ccc(-c2nc3ccccc3o2)cc1NC(=O)Cc1cccs1 | -6 | 13 | -5 | 17 | -2 | -11 | 1.1 | -4 | -10
Cc1cccc(N(C)S(=O)(=O)c2cccc3nsnc23)c1 | 1 | 4 | -4 | 16 | 1 | 1 | 0.94 | 3 | 6
Cc1ccc(-n2nnnc2-c2cnn(-c3cccc(F)c3)c2C(F)(F)F)cc1 | 13 | 25 | -2 | -3 | -1 | 4 | 0.91 | -11 | 9
N#C/C(=C/c1ccc(O)c(O)c1)c1nc2ccccc2[nH]1 | -38 | -65 | -26 | 37 | -1 | -11 | 0.64 | 58* | 36
CCn1c(SCC(N)=O)nc2cc(S(=O)(=O)N3CCOCC3)ccc21 | 6 | 3 | -3 | -4 | 0 | 6 | 1 | -10 | -1
CN(CCOc1ccccc1)C(=O)CCc1nc2sc3c(c2c(=O)[nH]1)CCCC3 | 21 | 30 | -1 | -9 | -5 | 5 | 1.2 | -9 | -18
COc1cccc(NC(=S)Nc2ccc(F)cc2)c1 | 7 | 2 | 2 | 24 | -2 | -7 | 0.94 | 0 | 6
Cc1ccc(CNC(=O)CCn2cc(-c3ccc(C)cc3)nc2-c2ccncc2)cc1 | 10 | 13 | -9 | 15 | 2 | -5 | 1.1 | 17 | -11
COCCN1CN(S(=O)(=O)c2ccccc2)c2nc3ccccc3nc21 | 17 | 16 | -4 | 7 | 0 | -1 | 1 | -15 | 0
CC(C)CSc1ncnc2c1oc1nc3c(cc12)COC(C)(C)C3 | 13 | 20 | -1 | 16 | 1 | 0 | 0.95 | -4 | 5
C#CCOCCOCCOCCNc1nc(N2CCN(C(=O)Cn3cc(CC(C)O)nn3)CC2)nc(N2CCN(C(=O)Cn3cc(CC(C)O)nn3)CC2)n1 (stereo not drawn) | -1 | -16 | -10 | 18 | -5 | -2 | 0.96 | -5 | 4
O=C(COc1ccc(S(=O)(=O)N2CCCCC2)cc1)NCc1ccncc1 | -5 | -16 | -5 | 11 | -2 | -1 | 1 | -15 | -2
Cc1cc(-c2cc(C(=O)NC3CCCC3)on2)nc(NC2CCCC2)n1 | -6 | -11 | -6 | 18 | -3 | -5 | 1 | 9 | -2
O=C(NC(=S)N1CCOCC1)C12CC3CCC(CC(C3)C1)C2 | 7 | 14 | 1 | 3 | 0 | 5 | 0.99 | 9 | 0
COc1ccc(OC)c(C2C(C#N)=C(N)Oc3c2c(C)nn3-c2cccc(Cl)c2)c1 (stereo not drawn) | 44* | 46* | -6 | 1 | -6 | 2 | 0.77 | 17 | 23
CC1CCC/C(=N/Nc2ccc([N+](=O)[O-])cc2[N+](=O)[O-])C1 (stereo not drawn) | 13 | 38 | -6 | 19 | -4 | -7 | 0.86 | 19 | 14
CC(NC(=O)C1CCN(S(=O)(=O)c2ccc3nc4c(c(C(=O)O)c3c2)CCCC4)CC1)c1ccccc1 (stereo not drawn) | 6 | 24 | -5 | 1 | 1 | -3 | 1 | 2 | 0
CCCc1nc2cc(CC(=O)OC)ccc2o1 | -5 | 7 | -8 | 10 | -1 | -6 | 1.1 | -24 | -12
O=C(NCc1ccccc1F)c1ccc2c(c1)OCCO2 | -11 | -6 | -8 | 17 | -2 | -4 | 1 | -1 | 0
Cc1ccc(-c2nc3cc(C)ccc3o2)cc1 | 5 | 19 | -3 | 20 | -1 | 1 | 0.94 | 1 | 6
COC(=O)c1oc2ccccc2c1NC(=O)/C=C/C(=O)O | 10 | -5 | -4 | 9 | -2 | -4 | 0.97 | 6 | 3
O=C(CSc1nc2c(cnn2-c2cccc(Cl)c2)c(=O)[nH]1)NCCC1=CCCCC1 | 2 | -3 | -5 | 1 | -2 | 0 | 0.92 | 14 | 8
O=C(O)c1ccc(N/N=C/c2cc3c(cc2[N+](=O)[O-])OCO3)cc1 | 3 | 22 | -3 | 10 | 1 | 0 | 0.96 | 6 | 4
Cc1ccccc1C(=O)Nc1c(-c2cccs2)c(=O)c2ccccc2n1C | 13 | 14 | -2 | 9 | 0 | 0 | 1 | 5 | -3
O=C1OCCC1S(=O)(=O)c1ccc2ccccc2c1 (stereo not drawn) | -7 | 13 | -5 | 10 | -3 | 0 | 0.9 | 18 | 10

One compound at a time, as listed above. Values in the order: TIM10 inh	tim10-1 inh	A3G deaminase	NALP3 yeast inh	beta cell repl	APOBEC3A inh	mIAP activ	hIAP inh	mIAP block
COCCN1CN(S(=O)(=O)c2ccccc2)c2nc3ccccc3nc21 is listed with 17	16	-4	7	0	-1	1	-15	0
O=C(NC(=S)N1CCOCC1)C12CC3CCC(CC(C3)C1)C2 is listed with 7	14	1	3	0	5	0.99	9	0

Following part.
SMILES | TIM10 inh | tim10-1 inh | A3G deaminase | NALP3 yeast inh | beta cell repl | APOBEC3A inh | mIAP activ | hIAP inh | mIAP block
CCCCn1c(N)c(N(CCOC)C(=O)c2cc(Cl)nc3ccccc23)c(=O)[nH]c1=O | -8 | -1 | -6 | 27 | -5 | 18 | 0.96 | -16 | 4
O=C(CN1C(=O)C2(OCCO2)c2ccccc21)c1ccc(Cl)cc1 | 13 | -4 | -2 | 31 | 2 | 2 | 1 | 0 | -1
Cc1nn(Cc2ccc(Cl)cc2)c(C)c1NC(=O)CSc1n[nH]c(C)c1[N+](=O)[O-] | 9 | -2 | 0 | 16 | 0 | -2 | 0.99 | 15 | 1
O=C(NCc1ccc(F)cc1)C(c1ccc(F)cc1)N(C(=O)c1csnn1)C1CC1 (stereo not drawn) | 21 | -2 | -5 | 9 | 0 | -2 | 0.99 | 11 | 1
O=C(NCC1CCCO1)c1cc(-c2ccccc2)on1 (stereo not drawn) | -2 | -5 | -6 | 22 | -3 | -1 | 1 | 7 | -3
O=C(Nc1ccccc1)/C(=C/c1ccc([N+](=O)[O-])cc1)NC(=O)c1ccccc1 | -12 | 13 | -2 | 1 | -2 | -2 | 1 | -8 | -2
Cc1ccc(Cl)cc1NC(=S)N(C)N | 11 | 0 | 2 | 4 | -3 | -1 | 0.91 | -7 | 9
CCc1nn(CC(=O)NCc2ccccc2Cl)c(=O)c2cccn12 | 4 | 20 | -6 | 5 | 1 | -5 | 1 | -2 | 0
Oc1ccc(Br)cc1/C=N/Nc1nc(N2CCCCC2)nc(N2CCOCC2)n1 | 6 | 27 | -9 | -3 | -5 | -5 | 1.1 | -20 | -8
CCCCOC(=O)C1=C(C)NC(=O)NC1c1cc2c(cc1Br)OCO2 (stereo not drawn) | -12 | 13 | -3 | 5 | -4 | -5 | 1.1 | 21 | -10
CCN(c1ccccc1)S(=O)(=O)c1ccc(C(=O)NCC2(N(C)C)CCCCC2)cc1 | -7 | -13 | -6 | 1 | -2 | 0 | 1 | 13 | -4
